Assay outcomes (PubChem BioAssay)
ELG1 DNA repair: ELG1-dependent DNA repair inhibition; HEK293T ELG1-luciferase reporter, luminescence, 16 h; DNA damage induced by 5-fluorouridine; Potency, µM (top dose mostly 46.1 µM), for the others: top-dose activity change, negative = inhibition, most hits filed as inhibitors; 2.3% of 330,000 active; AID 504467; note: potency is the fitted concentration of half-maximal effect; % is set by controls: 0 for no effect and ±100 for the full control effect; nearly all actives have a fitted effect of over 55% in size
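Luminescence from the luciferase reporter, measured 30 min after ONE-Glo reagent at room temperature, was the read-out. Beforehand, 2,000 cells per well were exposed for 16 hr at 37 °C to 5-fluorouridine together with compound or vehicle.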
Rab9 prom act: activates the Rab9 promoter; 2.8% of 320,000 active; Huh7 Rab9 promoter-luciferase reporter, luminescence, 24 h; Potency, µM (top dose mostly 9.22 µM), without a hit: top-dose activation, negative = inhibition, most hits filed as activators; AID 485297; note: potency is the fitted concentration of half-maximal effect; % of control where 0% means no effect; nearly all actives have a fitted effect of over 60% in size
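Quantitative HTS format; Huh7 Rab9-luciferase reporter cells (1500/well) receive compound 2 h post-plating, incubate 24 h at 37 °C, then get luciferase reagent for 10 min before luminescence reading.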
Tb PFK inh: T. brucei PFK enzyme inhibition; T. brucei PFK, ADP-Glo luminescence; Potency, µM (highest dose often 57.5 µM), for inactives: at the highest dose activity, negative = inhibition, most hits filed as inhibitors; 0.17% of 330,000 active;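 note: potency is the fitted concentration of half-maximal effect; 0% = uninhibited 1x PFK enzyme wells and -100% = no-enzyme wells; nearly all actives have a fitted effect of over 60% in size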
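Activity is normalized to no-enzyme wells (full inhibition) and 1.25 nM enzyme wells (no inhibition). Reaction: 0.5 mM F6P, 0.1 mM ATP, 45 min RT, ADP-Glo luminescence; concentration-response curves fitted and classed by quality.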
FLuc counter: counter-screen for miR-21 project: firefly luciferase inhibitors or activators; Potency, µM (top dose mostly 57.5 µM), inactives show at the highest dose activity change, negative = inhibition, most hits filed as inhibitors; purified FLuc, Km substrates, luminescence inhibition; 6.9% of 360,000 active;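 note: potency is the fitted concentration of half-maximal effect; plate controls were vehicle for no effect and reference inhibitor for full effect; nearly all actives have a fitted effect of over 55% in size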
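Biochemical qHTS of compounds, final roughly 60 µM downward over six points, against 10 nM purified firefly luciferase using Km concentrations of substrates (10 uM D-luciferin, 10 uM ATP) in Tris acetate pH 7.5 buffer; luminescence output.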
ELG1 genotox: inducers of genotoxicity in HEK293T ELG1-luciferase cells; HEK293T ELG1-luciferase reporter, luminescence, 16 h; Potency, µM (series often up to 46 µM), for the others: at the top dose activity change, positive = activation, most hits filed as activators; 1.3% of 330,000 active; AID 504466; note: potency is the fitted concentration of half-maximal effect; % of control where 0% means no effect; nearly all actives have a fitted effect of over 60% in size
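Quantitative HTS format in 1536-well plates. HEK293T ELG1-luciferase reporter cells receive test compound and are incubated 16 hr at 37 °C, 5% CO2; ONE-Glo added, 30 min room temperature, then luminescence read.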
TRPV1 agonist: activates the human vanilloid receptor TRPV1 | Q8NER1 | TRPV1-expressing cells, Fluo-8 calcium influx, agonist mode | activation, % at 8.33 µM | 0.19% of 320,000 active; in the data active = activation above about 80%; inconclusive = between about 30% and that limit; note: 0% is about no effect
Target sequence (Q8NER1 whole entry, looked up): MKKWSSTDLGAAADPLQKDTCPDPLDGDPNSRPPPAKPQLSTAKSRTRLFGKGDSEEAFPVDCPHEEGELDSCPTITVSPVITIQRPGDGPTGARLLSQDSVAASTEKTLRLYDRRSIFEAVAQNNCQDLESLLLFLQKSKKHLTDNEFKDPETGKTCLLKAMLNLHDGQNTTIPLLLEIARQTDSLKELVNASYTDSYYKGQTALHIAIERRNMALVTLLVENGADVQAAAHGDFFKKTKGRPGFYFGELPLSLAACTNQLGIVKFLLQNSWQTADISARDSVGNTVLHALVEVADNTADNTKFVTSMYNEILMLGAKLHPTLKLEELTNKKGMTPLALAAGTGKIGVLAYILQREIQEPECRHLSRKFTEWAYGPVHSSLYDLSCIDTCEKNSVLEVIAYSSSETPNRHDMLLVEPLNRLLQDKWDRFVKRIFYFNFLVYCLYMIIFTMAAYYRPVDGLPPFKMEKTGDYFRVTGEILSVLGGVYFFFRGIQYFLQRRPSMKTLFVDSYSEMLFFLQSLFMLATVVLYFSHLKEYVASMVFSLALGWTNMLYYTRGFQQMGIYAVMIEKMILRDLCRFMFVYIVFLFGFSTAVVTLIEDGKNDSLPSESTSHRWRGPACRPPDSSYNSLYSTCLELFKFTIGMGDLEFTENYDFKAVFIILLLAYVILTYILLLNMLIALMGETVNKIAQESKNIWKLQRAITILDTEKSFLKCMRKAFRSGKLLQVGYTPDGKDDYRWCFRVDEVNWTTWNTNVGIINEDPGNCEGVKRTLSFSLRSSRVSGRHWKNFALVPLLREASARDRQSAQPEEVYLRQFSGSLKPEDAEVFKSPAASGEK
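Cells expressing TRPV1 were dye-loaded with Fluo-8 and read kinetically: 10 s baseline, 3 min after compound (agonist portion), then 2 min after EC20 capsaicin (allosteric enhancer portion). Calcium-bound dye fluorescence at 480/520 nm.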
RORgamma inh: blocks mouse ROR gamma transcriptional activity; P51450; Drosophila S2 Gal4-RORgamma UAS-luciferase reporter, 20 h; Potency, µM (doses to about 53.6 µM), inactives show at the top dose activity change, negative = inhibition, most hits filed as inhibitors; 5.4% of 310,000 active; AID 2551; note: potency is the fitted concentration of half-maximal effect; % is set by controls: 0 for no effect and ±100 for the full control effect; nearly all actives have a fitted effect of over 60% in size
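Luminescence from a UAS-regulated Photinus luciferase reporter in stably transfected Drosophila Schneider cells is measured; decreased signal marks ROR gamma inhibition. Fusion expression is induced by 700 uM copper sulfate for 20 hr.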
p53 reactivation: restores transcriptional activity of mutant p53 | H1299 p53-A138V BP100-luciferase reporter, luminescence, 24 h | 0.063% of 320,000 active | Potency, µM (doses to about 92.2 µM), inactives show top-dose activity change, positive = activation, hits mostly activators; note: potency is the fitted concentration of half-maximal effect; % of control where 0% means no effect; nearly all actives have a fitted effect of over 45% in size
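H1299 (p53-null), stable ts p53-A138V + BP100-Luc; 1000 cells/well, Opti-MEM/10% FBS; cpd 4 pt, 1:5; 24 h, 37 deg C, 5% CO2; detection reagent 10 min RT; luminescence.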
NPC1 prom act: activators of NPC1 promoter | Potency, µM (top dose mostly 9.22 µM), for inactives: at the highest dose activation, usual class: activators | Huh7 NPC1 promoter luciferase reporter, 24 h | 2.4% of 320,000 active;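 note: potency is the fitted concentration of half-maximal effect; % of control where 0% means no effect; nearly all actives have a fitted effect of over 60% in size; reporter is driven by a mutant NPC1 promoter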
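Huh7 reporter cells (NPC1 promoter driving luciferase) are dosed with compound for 24 h at 37 °C, 5% CO2; luciferase detection reagent is then added and luminescence measured after 10 min at ambient temperature.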
BRCA1 expr up: activators of BRCA1 expression. MCF7-BRCA1-FFLuc reporter, luminescence, 48 h; response scale: scaled: vehicle 0%, 10 µM genistein 100%. 1.1% of 380,000 active. Potency, µM (top dose mostly 46.1 µM), without a hit: top-dose activation, actives largely listed as activators; note: potency is the fitted concentration of half-maximal effect; nearly all actives have a fitted effect of over 80% in size; some results filed as inactive show a strong effect at the top dose
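Quantitative HTS in MCF7 cells stably reporting BRCA1 expression via firefly luciferase. Compound treatment lasts 48 h at 37 °C in phenol-red free MEM. Activation is expressed relative to genistein at 10 microM and DMSO.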
Gal4-VP16 FLuc: counter-screen for ROR gamma inhibitors: Gal4-VP16 reporter; Drosophila S2 Gal4-VP16 UAS-luciferase, luminescence, 20 h; AID 2546; Potency, µM (series often up to 53.6 µM), for inactives: at the highest dose activity, negative = inhibition, hits mostly inhibitors; 3.5% of 310,000 active;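 note: Gal4-VP16 expression switched on by copper sulfate through the metallothionein promoter; potency is the fitted concentration of half-maximal effect; % is set by controls: 0 for no effect and ±100 for the full control effect; nearly all actives have a fitted effect of over 50% in size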
Active calls of the source: *; ? = inconclusive; nt = no result given; & = joins results of further samples; [ ] = another dose, or the depositor's remark. Unless noted, calls come from the whole dose curve; as a rule, active = well fitted curve in the direction sought with a large enough effect; inconclusive = small, poorly fitted or top-dose-only effect, or another doubt; inactive = no such curve, though single readings can be large; an effect the other way counts as inactive or inconclusive.

SMILES	ELG1 DNA repair	Rab9 prom act	Tb PFK inh	FLuc counter	ELG1 genotox	TRPV1 agonist	RORgamma inh	p53 reactivation	NPC1 prom act	BRCA1 expr up	Gal4-VP16 FLuc
CCOC(=O)c1ccc(-n2c(C)nc3c(cnn3-c3ccc(Cl)cc3)c2=O)cc1	?	-12%	1%	-7%&8%	-8%	-4	18%	-5%	-6%	1%&2%	?
CCOC(=O)[C@H]1[C@H]2COc3ccc(C)cc3[C@@H]2N2C(=O)CN(Cc3ccco3)C(=O)[C@@]12C	5%	-5%	2%	0%	-1%	13	nt	-5%	1%	0%	nt
O=C(c1ccc(F)cc1)c1cn[nH]c1-c1ccccc1O	-1%	5%	-5%	3%	0%	0	-14%	-1%	2%	6%	-11%
COc1ccccc1CN(C)C(=O)CN1CCN(CC(=O)Nc2ccccc2Cl)CC1	?	-2%	1%	6%	-2%	5	nt	-17%	-2%	-28%	nt
Cc1cc(NC(=O)CSCC(=O)Nc2nc3ccccc3[nH]2)no1	13%	0%	1%	0%	4%	-2	nt	5%	5%	-7%	nt
Cn1cc(/C=C(\C#N)C(=O)Nc2ncc(Cc3ccc(Cl)cc3)s2)c2ccccc21	-16%	-4%	4%	-1%	-1%	3	2µM*	-7%	-3%	-26%	2.5µM*
Cc1ccc(S(=O)(=O)N2[C@@H](c3ccc(Cl)c(Cl)c3)C(C(=O)O)=C[C@H]2C(C)(C)C)cc1	-12%	nt	0%	nt	-1%	nt	nt	6%	nt	-6%	nt
COc1ccc(NC(=O)CN(C)C2CCCCC2)c([N+](=O)[O-])c1	8%	-4%	0%	-5%	0%	19	-15%	8%	2%	18%	-10%
O=S(=O)(c1ccccc1)N1CCC(O)(CN2CCN(c3ccccc3)CC2)CC1	-9%	2%	3%	1%	0%	1	-5%	-2%	2%	10%	-3%
Cc1ccc(-n2c(C)cc(C(=O)COC(=O)c3ccc[nH]c3=O)c2C)cc1	?	0.4µM*	-1%	2.7µM*	?	2	11µM*	14%	0.32µM*	?	nt
Cc1ccc(C2CC2C(=O)NNC(=S)Nc2cccc(Cl)c2)cc1 (centres undefined)	-18%	1%	-1%	5%	-2%	12	-26%	12%	-1%	-10%	-5%
O=c1ccc(OCCOc2ccccc2)nn1-c1ccccc1	?	-6%	0%	-2%	-1%	16	20%	-3%	1%	-16%	14%
Cc1cc(NC(=O)CSc2nnc3c(C)cc4c(C)ccc(C)c4n23)no1	?	-20%	-1%	-2%	1%	-1	21%	-20%	-31%[inhibitor]	-66%	-2%
OC(c1ccccc1)(c1ccc(F)cc1)C(c1ccccc1)N1CCOCC1 (centres undefined)	9%	-5%	-6%	4%	-4%	18	19%	6%	-4%	-54%	-2%
CCC(=O)Nc1cccc(C(=O)Nc2nccs2)c1	?	11%	0%	?	1%	0	-1%	2%	11%	29%	-9%
CCN1C(=O)CC(C(=O)Nc2ccc(F)cc2)SC1=Nc1ccc2c(c1)OCO2 (centres undefined)	?	-4%	0%	1%	-30%[inhibitor]	?	18%	-8%	-5%	-18%	-9%
O=C1c2ccsc2SCCN1Cc1c(F)cccc1Cl	1%	0%	1%	-6%	-3%	5	22%	-1%	0%	-1%	1%
COCCn1nnnc1CN1CCC(NC(=O)c2ccc(Br)cc2)CC1	6%	2%	-6%	-2%	0%	1	40%	-11%	-1%	2%	2%
COC(=O)c1c(C(=O)OC)c(-c2ccc(OC)cc2)n2c1CS(=O)C2 (centres undefined)	2%	-1%	-11%	-1%	2%	4	15%	0%	-5%	-1%	-5%
COc1cccc(CN2CC(C(=O)N(C)Cc3ccc(C)cc3)CCC2=O)c1 (centres undefined)	?	6%	1%	?	0%[9.26 µM]	-2	18%	22%	-6%	29%	-6%
CCC(C)NC(=O)CSc1nc2ccccc2c(=O)n1CCCN1CCCCC1 (centres undefined)	18%	0%	-1%	-1%	4%	-4	-7%	11%	-2%	-2%	-5%
CC1CCN(C(=O)CSc2nc3c(cnn3-c3ccc(Cl)cc3)c(=O)[nH]2)CC1	8%	-10%	7%	-1%	3%	-3	-21%	3%	-2%	0%	5%
CC[C@@]12C(=O)N(c3cccc(Br)c3)C(=O)N1[C@H](c1cccc(C)c1)[C@@H]1C(=O)N(Cc3ccccc3)C(=O)[C@@H]12	-12%	-6%	0%	4%	-3%	3	nt	-2%	-1%	-47%	nt
COc1ccc(C)cc1NC(=O)CN1c2cccc3cccc(c23)S1(=O)=O	-27%	2%	-2%	0%	0%	0	nt	-6%	-2%	-22%	nt
O=S(=O)(CC(O)COc1ccccc1Cl)c1ccccc1 (centres undefined)	-10%	5%	?	2%	-3%	-1	35%	0%	-6%	-8%	0%
Cc1ccc(S(=O)(=O)NCCC(=O)NC(C)c2ccccc2)cc1 (centres undefined)	-2%	-9%	1%	3%	-3%	3	11%	0%	-6%	-1%	-5%
Cc1cccc(C(=O)NC(=S)Nc2cccc3nc(C)ccc23)c1	6%	-9%	3%	6%	0%	10	7.1µM*	-6%	1%	-61%	10µM*
COCCNC(=O)c1ccccc1-c1ccccc1C(=O)O	0%	-5%	-7%	-1%	0%	-1	?	-5%	0%	-9%	6%
COc1ccccc1NC(=O)N1CCC(C(=O)c2ccc(Cl)cc2)CC1	-5%	4%	-4%	-2%	-8%	?	-3%	-3%	-3%	22%	-19%
Cc1cc(C(=O)CNCc2ccco2)c(C)n1-c1ccc(F)cc1	?	2µM*	1%	3.4µM*	?	8	-13%	?	1.6µM*	?	-17%
Cc1ccc2c(Cl)c(C(=O)NCc3cccnc3)sc2c1	1%	2%	-2%	?	-2%	4	13%	13%	17%	8%	0%
O=C(N/N=C/c1c(F)c(F)c(F)c(F)c1F)c1ccc(Cn2cc(Br)cn2)o1	?	-1%	-8%	-2%	3%	16	22%	-3%	-1%	-32%	-16%
CS/C(=C\[N+](=O)[O-])Nc1ccc(C)cc1	7%	1%	-5%	-11%	-4%	19	0%	-13%	-6%	-3%	-14%
O=C(Nc1nnc(SCC(=O)N2CCCCC2)s1)C1CCCCC1	?	9%	2%	-4%	-4%	4	18%	2%	-7%	5%	5%
O=C(C[C@@H]1C/C=C\CCC(=O)OC[C@@H]2CCCN2C1=O)N[C@H](CO)Cc1ccccc1	18%	nt	2%	nt	0%	nt	nt	0%	nt	5%	nt
O=C(NC1=NCCS1)c1cccc2ccccc12	25%	13%	-3%	?	-9%	6	11µM*	5%	16%	50%	21%[10 µM]
CCOC(=O)c1ccc(NC(=S)N2CCC(O)CC2)cc1	?	16%	-3%	?	?	18	-7%	?	13%	13µM*	-10%
C=CCNC(=S)NNC(=O)c1cc(O)ccc1O	7%	2%	0%	1%	-3%	-4	5%	16%	0%	10%	-3%
CCNC(=S)/N=C(/Nc1ccc(OC)cc1)Nc1nc(C)cc(C)n1	-6%	-3%	0%	?	1%	2	1.8µM*	-3%	3%	-3%	?
CC(C)=CC(O)C/C(C)=C/COc1ccc2ccc(=O)oc2c1 (centres undefined)	-10%	1%	3%	?	-7%	-3	-2%	1%	16%	-68%	-3%
O=C(c1ccc(Cl)cc1)N1CCN=C1c1ccccc1	1%	-3%	0%	-2%	-2%	17	22%	-4%	-2%	-31%	2%
CCN(CC)CCn1c(-c2ccccc2)nc(=S)c2c1CC(C)(C)OC2	-11%	-2%	0%	-2%	0%	0	-25%	6%	-4%	-6%	7%
CCCNC(=O)c1ccc(SC)cc1OC	7%	11%	3%	-12%	7%	-4	-36%	2%	4%	-1%	-4%
COc1cccc(N=C(N)N)c1	-6%	3%	2%	3%	1%	-6	-3%	-5%	-5%	-3%	-4%
COc1cc(OC)c(NC(=O)c2sc3ncn(CC(=O)N4CCOCC4)c(=O)c3c2C)cc1Cl	-6%	-2%	?	0%	6%	1	0%	6%	-2%	9%	-10%
O=C(NCc1ccccc1)C(c1ccccc1)N(C(=O)c1csnn1)C1CC1 (centres undefined)	6%	-3%	1%	-12%	-3%	0	3%	-1%	-3%	0%	1%
CC1=C(C(=O)OCc2ccc([N+](=O)[O-])cc2)N2C(=O)C(NC(=O)Cc3ccccc3)C2SC1 (centres undefined)	4%	-3%	-3%	4%	9%	3	9%[1.91 µM]	nt	-3%	0%	-2%
Cc1cc(NC(=O)C(C)(C)C)no1	0%	-11%	-4%	5%	2%	0	3%[0.365 µM]	-1%	-2%	-8%	nt
CCOc1cc(/C=C2\C(=N)N3N=C(S(C)(=O)=O)SC3=NC2=O)ccc1OCCOc1cccc(OC)c1	-7%	1%[1.84 µM]	0%	-5%	-9%	-4	?	-3%	-3%	-22%	4%
